# Screening results: PubChem, several laboratories
# MT stabilize HCS = microtubule stabilizers in HeLa cells, primary screen, imaging, high-content imaging; 0.83% of 200,000 active; HeLa tubulin immunostaining HCS, 24 h; share of cells brighter than vehicle mean+2SD; AID 2205, 2009; % tubulin-high responders, % at 10 µM;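 active = plate Z-score above 3 for both tubulin-high and condensed-nucleus cell shares, with cell loss under 80%, at 10 µM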;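 note: anti alpha tubulin signal scored within the nucleus-defined area of each cell; some results filed as inactive read as strong as hits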
# Dynein cargo inh = inhibitors of GR-EGFP nuclear translocation, primary screen, dynein cargo transport inhibitor project, imaging, high-content, 3617.4 mouse cells | test concentration mostly 20 µM; stimulated with dexamethasone, 1 µM; active compounds read low | z-score, hits read low | 0.47% of 220,000 active | AID 1381, 2008;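 active = plate z-score of nuclear minus cytoplasmic receptor signal below a set negative limit, without overly bright fluorescence or cell loss, cut at about -3.5 in these data, passing the limit was not always enough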;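 note: z-score of nuclear minus cytoplasmic ring GR-EGFP intensity difference per well; some compounds called inactive have numbers as strong as hits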
#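 medium = tetracycline-free induction medium containing charcoal-stripped FBS | probe or stimulus = dexamethasone, 1.0 µM final | timing = 48 h induction, then 1 h compound, then 30 min agonist, 37 °C | detection = automated 10x imaging of fixed Hoechst-stained cells | read-out basis = nuclear versus cytoplasmic GR-EGFP signal, averaged per well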
# Yfh1-depleted yeast = enhancers of respiration in Yfh1-depleted yeast, dose response, Friedreich's ataxia, plus single-dose screen (AID 1465) | fold induction at 50 µM, or EC50 in µM where a hit was titrated | S. cerevisiae Yfh1-off respiration, WST-1 reduction, 72 h; higher fold induction means a stronger effect | 0.074% of 220,000 active;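 active = fold induction of absorbance versus untreated yeast above a set limit, then at least 30% activation at any dose in follow-up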;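 note: activators that raise dye reduction in frataxin-depleted yeast; strong numbers were not always called active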
# bCat nuc transl = modulators of beta-catenin nuclear translocation, primary screen, imaging, HeLa cells, immunofluorescence, high-content | nuclear translocation activity, % at 5 µM | 0.3% of 190,000 active | AID 1665, 2009;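 active = nuclear translocation activity above 50% at 5 µM, with a well cell count of 50 or more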;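 note: per-cell ratio of nuclear to cytoplasmic median beta-catenin stain intensity; plate controls were DMSO negative control for no effect and GSK-3 inhibitor IX positive control for full effect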
#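 Read-out: Nuclear/cytoplasmic beta-catenin signal ratio, % activation | Assay system: Human HeLa cell line | Times: 24 h compound exposure at 37°C, 5% CO2 | Signal: Fluorescence imaging of beta-catenin antibody stain plus DAPI | Dosing: 5 µM primary, 0.02–20 µM confirmation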
# Autophagy mod = autophagy modulators in MEF cells, primary screen, imaging, high-content, MEF GFP-LC3; MEF GFP-LC3 puncta imaging; test concentration mostly 10 µM; AID 463193, 2010; calls only at 10 µM (by protocol); 0.98% of 190,000 active;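 active = percentage of spot-positive cells more than 3 SD above its plate mean, without a fluorescence outlier flag or 80% toxicity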;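 note: spot-positive cell cutoff set from DMSO-treated cells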
# P. falciparum M17LAP = P. falciparum M17LAP inhibitors, primary screen, biochemical, fluorogenic H-Leu-NHMec substrate, 1536-well (AID 1619); 0.38% of 220,000 active; recombinant M17LAP, H-Leu-NHMec fluorogenic kinetic assay; higher % means a stronger effect; inhibition, % at 30 µM, or IC50 in µM where a hit was titrated;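 active = compound inhibiting the enzyme by more than half at any dose during confirmatory dose-response retesting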;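 note: plate controls were full reaction with DMSO carrier for no effect and no enzyme background for full effect; strong numbers were not always called active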
# NOD2 inhibition = NOD2 signaling inhibitors, cell-based, luminescence, uHTS, HEK293 (AID 1566); HEK293 NOD2/NF-kB luciferase reporter, luminescence; higher % means a stronger effect; inhibition, % at 4 µM, or EC50 in µM where a hit was titrated; 0.63% of 290,000 active; in the data active = inhibition above about 50%; note: many of its hits are not listed in these tables
# NOD1 NF-kB reporter = NOD1 signaling inhibitors, primary screen, cell-based, luminescence, uHTS (AID 1578); NOD1-driven NF-kB luciferase reporter cells, luminescence; higher % means a stronger effect; inhibition, % at 4 µM, or EC50 in µM where a hit was titrated; 1% of 290,000 active; in the data active = inhibition mostly above about 36%, no sharp cut-off; inactive = mostly below about 34%;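 note: HEK-293T reporter cells stimulated with the NOD1 agonist gamma-tri-DAP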
# Insulin prom up = insulin promoter activators in MIN6 cells, imaging, high-content screening, mouse beta cells; MIN6 insulin promoter-GFP reporter; active compounds read high; z-score at 5 µM; 0.3% of 190,000 active; AID 1625, 2009;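 active = z-score above 3 at 5 µM with at least 500 cells counted in the well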
# Dynein cargo inh cytoplasmic EGFP = further read-out of Dynein cargo inh, marked with its call; z-score; measured here: cytoplasmic GR-EGFP intensity; active compounds read high
# Dynein cargo inh nuclear GR-EGFP = recorded beside Dynein cargo inh, whose call it bears; z-score; measured here: nuclear GR-EGFP intensity;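 lower value marks the stronger effect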
# Dynein cargo inh cell count = recorded beside Dynein cargo inh, whose call it bears; z-score; measured here: cell count per field
# Insulin prom up cell count = also measured in Insulin prom up; calls as there; cell count; measured here: cytotoxicity, nuclei count;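 total cells summed across four imaged fields per well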
# bCat nuc transl cell count 5 µM = further read-out of bCat nuc transl, marked with its call; cell count; measured here: cell count, cytotoxicity flag
# MT stabilize HCS Hoechst-high % = also measured in MT stabilize HCS; calls as there; % Hoechst-high responders; measured here: nuclear condensation Hoechst responders;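 share of cells brighter than vehicle mean plus two SD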
# MT stabilize HCS cytotoxicity % = recorded beside MT stabilize HCS, whose call it bears; toxicity, %; measured here: cytotoxicity by cell density;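 0% = mean cell density of plate MIN control wells and 100% = no cells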
# Autophagy mod cell loss 18 h = further read-out of Autophagy mod, marked with its call; toxicity, %; measured here: cell loss, nuclei count;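 cell loss after 18 h compound exposure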
# * marks the source's active call; other numbers are inactive results; i = inactive; · = no result given. This is a subset. The share of hits here may be higher or lower than overall.
compound	MT stabilize HCS	MT stabilize HCS Hoechst-high %	MT stabilize HCS cytotoxicity %	Dynein cargo inh	Dynein cargo inh cytoplasmic EGFP	Dynein cargo inh nuclear GR-EGFP	Dynein cargo inh cell count	Yfh1-depleted yeast	bCat nuc transl	bCat nuc transl cell count 5 µM	Autophagy mod	Autophagy mod cell loss 18 h	P. falciparum M17LAP	NOD2 inhibition	NOD1 NF-kB reporter	Insulin prom up	Insulin prom up cell count
COCCOC(=O)C1=C(C)N(c2ccccc2)C(=O)NC1c1cccc([N+](=O)[O-])c1 (stereo not given)	1.5	3.3	11	0.8	-0.24	0.56	-0.6	i	-2.1	1025	i	-12	-4%	9%	-8%	1.2	1551
CCOC(=O)c1nc(C)sc1-c1ccnn1S(=O)(=O)c1ccc(C)cc1	·	·	·	0.5	-0.29	0.021	0.11	i	-0.2	1035	·	·	-2%	-32%	7%	0.34	1506
Fc1ccccc1NC(=S)Nc1cccc2cnccc12	2.8	2.0	7.6	-1.1	-0.24	-0.44	0.67	i	-3.5	1107	i	7	-1%	25%	-24%	·	·
COc1ccccc1Cc1nc(-c2ccc(C)cc2)no1	3.2	1.5	49	-0.24	-0.26	0.26	-0.75	i	·	·	i	0	-9%	-4%	·	0.1	1263
Cc1ccc(CC2(O)CC(C)N(C)CC2C)c(C)c1 (stereo not given)	1.9	1.1	9.3	-0.26	-0.19	-0.33	1.3	i	-2.9	986	i	2	-7%	3%	6%	-1.2	1294
O=[N+]([O-])c1ccc2c(c1)C(O)n1nc(-c3ccccc3)nc1S2 (stereo not given)	·	·	·	-0.37	0.6	-0.23	-0.091	i	2.2	1259	·	·	-9%	3%	-3%	0.07	928
CC(C)CCNC(=O)CSc1nc2ccccc2c(=O)[nH]1	0.8	0.8	6.3	-0.61	-0.18	0.053	0.79	i	-0.2	1214	i	5	3%	3%	-37%	-0.16	740
COc1ccc2nc(NC(=O)C3CCCN(S(=O)(=O)c4cccc5nonc45)C3)sc2c1 (stereo not given)	2.0	1.8	8.6	-0.35	0.31	-0.72	-0.12	i	1.1	1225	i	1	1%	15%	-2%	-0.97	742
O=C(NCc1ccc2c(c1)OCO2)c1cc2ccccc2oc1=O	3.8	2.5	5.5	-0.33	-0.21	-0.63	0.32	i	-1.0	1148	i	-11	17%	14%	11%	-0.05	1132
Brc1ccc(/C=C/C=N/Nc2nc3ccccc3s2)cc1	3.7	3.0	12	0.026	-0.19	0.59	1.1	i	2.6	1406	i	2	-1%	-99%	2%	0.19	1320
COc1ccc(CC(=O)OC(C)CN2CCOCC2)cc1 (stereo not given)	2.1	1.6	5.5	-0.53	-0.23	-0.17	-0.19	i	0.3	1601	i	-5	8%	11%	-11%	1.8	1643
CC1(C)Cc2nc(N)c(C(=O)NCCO)cc2CO1	3.8	1.3	7.1	0.74	-0.19	0.85	0.14	i	-2.9	1153	i	-1	-9%	13%	-18%	0.2	1307
CC(C)CCOCC(=O)Oc1ccccc1C(=O)O	2.7	1.6	5.0	-1.3	-0.43	-0.58	0.67	i	-2.2	1049	i	10	-7%	11%	6%	-0.07	1286
O=C(CCCCC(=O)N1CCN(c2ccccc2)CC1)N1CCN(c2ccccc2)CC1	·	·	·	·	·	·	·	·	-2.2	964	·	·	·	-30%	10%	-0.21	1259
O=C(O)C1C2C=CC(O2)C1C(=O)NCCCn1ccnc1 (stereo not given)	3.5	3.0	6.7	-0.79	-0.25	-0.13	-0.23	i	2.6	1415	i	11	7%	6%	10%	-0.91	1137
Cc1cc(Br)c(NC(=O)COC(=O)C2CC2C)c(Br)c1 (stereo not given)	1.0	2.5	9.9	-0.79	0.0094	0.27	0.74	i	-3.0	541	i	1	13%	10%	-9%	1.2	1282
CCC(SC1=NCCS1)C(=O)Nc1ccc(S(N)(=O)=O)cc1 (stereo not given)	7.6	2.1	9.9	-0.8	-0.28	-0.59	0.16	i	-2.1	529	i	-7	14%	-3%	-21%	0.26	1224
Cn1nc(C(C)(C)C)cc1NC(=O)Nc1ccc(F)cc1F	·	·	·	0.034	-0.3	0.51	0.3	i	0.0	1273	·	·	3%	24%	9%	1.2	1047
NNC(=O)CNc1cccc(Cl)c1	1.9	2.0	8.6	-0.43	-0.17	-0.35	0.089	i	3.6	998	i	4	-8%	-1%	-33%	0.15	1350
CCCc1cc(C(N)=O)c(NC(=O)c2ccco2)s1	4.8	0.0	68	-3.5	0.64	-2	-6.1	i	·	·	i	3	8%	2%	-34%	0.29	1169
COc1ccccc1N1CCN(C(c2ccccc2Cl)c2nnnn2C(C)(C)C)CC1 (stereo not given)	7.9	3.6	2.4	-0.59	-0.16	-0.019	-0.21	i	0.5	1223	i	-2	2%	-12%	-17%	-1.5	1301
CCCn1c(=S)[nH]c2cc(C(=O)N3CCN(c4ccccc4OC)CC3)ccc2c1=O	2.2	2.0	6.7	0.74	-0.22	0.36	-0.51	i	-0.6	1217	i	-5	10%	14%	2%	0	1222
Cc1ccc(Cn2nnc3c(=O)[nH]c(C4CCN(C(=O)Cc5cccs5)CC4)nc32)cc1	3.4	1.6	2.3	0.051	-0.14	-0.094	0.32	i	-0.6	1408	i	-2	-2%	-3%	10%	0.7	1511
COc1cccc(N2CCN(c3c(C#N)c(C(F)(F)F)nn3C)CC2)c1	1.9	1.5	6.2	0.51	0.79	0.71	-0.8	i	-2.9	1204	i	-3	14%	7%	53%	-0.22	826
COc1ccc(C2COC(=O)C2=N)c(NC(=O)c2ccccc2)c1 (stereo not given)	3.3	1.2	9.2	0.21	-0.2	0.18	0.65	i	-0.2	960	i	2	6%	17%	-20%	0.17	1339
COc1cccc2c1OC1(C)CC2NC(=O)N1c1cccc(C(=O)N2CCN(c3ccccn3)CC2)c1 (stereo not given)	1.5	1.3	7.9	-0.54	-0.27	-0.34	0.51	i	-1.3	1202	i	0	-6%	0%	-18%	-0.19	1256
COC(=O)CSc1nc2ncc(Cl)cc2[nH]1	1.2	1.7	6.0	-1.5	-0.2	-0.55	0.45	i	-1.6	999	i	-3	-7%	13%	-26%	-4.4	547
CCCCCCCC(=O)N/N=C(/C)c1c(O)cc(C)oc1=O	3.7	2.3	4.2	0.56	-0.23	0.8	0.35	i	-0.4	1364	i	-2	22%	10%	32%	-0.14	1550
O=C(Nc1ccc(F)cc1)c1oc2ccccc2c1NC(=O)C1CCCC1	3.6	2.3	6.8	-0.92	-0.34	-0.6	1.2	i	1.7	1364	i	14	13%	7%	19%	-0.01	1721
Cc1nc(N)sc1C(=O)N/N=C/c1ccc([N+](=O)[O-])cc1	·	·	·	-0.53	-0.28	0.31	0.33	i	0.6	1268	·	·	-6%	6%	-11%	·	·
Cc1occc1C(=O)N1CCN(S(C)(=O)=O)CC1	4.1	2.2	6.0	0.96	-0.2	0.39	-0.0072	i	4.6	332	i	0	-7%	22%	-9%	·	·
CN(C)/C(=N\OC(=O)c1ccccc1)c1nonc1N	4.8	2.4	8.7	-0.0028	-0.19	0.16	-0.028	i	-1.1	1212	i	-5	5%	8%	-20%	·	·
CC(NC(=O)CSc1nnc(-c2cc3cc(Cl)ccc3o2)n1C)c1ccccc1 (stereo not given)	2.0	1.8	7.0	0.24	-0.25	0.34	-0.32	i	1.5	940	i	3	4%	7%	-3%	0.03	1095
N#CCCN(/N=C/c1cccnc1)C1=NS(=O)(=O)c2ccccc21	3.2	3.2	9.6	-0.1	-0.36	0.057	0.55	i	1.4	961	i	-1	22%	-9%	-12%	0.58	1103
COc1ccc(C(=O)Nc2cc(C)nn2-c2nc3ccccc3[nH]2)c(OC)c1	1.8	1.7	1.3	-0.31	-0.23	-0.18	0.65	i	-1.0	1099	i	2	-2%	-14%	99%*	-1.1	1061
Nc1nc(SCC(=O)NCCCO)nc2sc3c(c12)CCC3	3.9	2.0	5.2	0.87	3	0.68	0.36	i	-1.8	914	i	16	1%	-15%	-33%	-0.06	1558
CCC1(c2ccccc2)NC(=O)N(Cc2cccc([N+](=O)[O-])c2)C1=O (stereo not given)	5.0	2.7	12	0.059	-0.37	0.48	1.1	i	-1.7	1138	i	-7	-3%	17%	-24%	-0.38	1256
Cc1ccc(NC(=O)CSc2ccccc2NC(=O)c2ccccc2Cl)cc1Cl	2.4	3.0	3.5	-0.047	-0.21	-0.008	-0.29	i	-2.5	907	i	4	4%	-42%	-20%	-0.51	1202

# By substructure, the compounds so far containing bromine.
compound	MT stabilize HCS	MT stabilize HCS Hoechst-high %	MT stabilize HCS cytotoxicity %	Dynein cargo inh	Dynein cargo inh cytoplasmic EGFP	Dynein cargo inh nuclear GR-EGFP	Dynein cargo inh cell count	Yfh1-depleted yeast	bCat nuc transl	bCat nuc transl cell count 5 µM	Autophagy mod	Autophagy mod cell loss 18 h	P. falciparum M17LAP	NOD2 inhibition	NOD1 NF-kB reporter	Insulin prom up	Insulin prom up cell count
Brc1ccc(/C=C/C=N/Nc2nc3ccccc3s2)cc1	3.7	3.0	12	0.026	-0.19	0.59	1.1	i	2.6	1406	i	2	-1%	-99%	2%	0.19	1320
Cc1cc(Br)c(NC(=O)COC(=O)C2CC2C)c(Br)c1 (stereo not given)	1.0	2.5	9.9	-0.79	0.0094	0.27	0.74	i	-3.0	541	i	1	13%	10%	-9%	1.2	1282
